# Screens (PubChem)
# APEX1 inh: APE1 (human) endonuclease inhibition | P27695 | recombinant APE1, TAMRA/BHQ-2 abasic DNA cleavage fluorescence | Potency, µM (titrated, usually from 65.8 µM), for the others: at the top dose activity change, negative = inhibition, most hits filed as inhibitors | 350,000 tested, 0.35% active;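 also: potency is read from the fitted curve at half-maximal effect; plate controls were vehicle for no effect and reference inhibitor for full effect; nearly all actives have a fitted effect of over 55% in size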
# Target sequence (P27695 whole entry, looked up): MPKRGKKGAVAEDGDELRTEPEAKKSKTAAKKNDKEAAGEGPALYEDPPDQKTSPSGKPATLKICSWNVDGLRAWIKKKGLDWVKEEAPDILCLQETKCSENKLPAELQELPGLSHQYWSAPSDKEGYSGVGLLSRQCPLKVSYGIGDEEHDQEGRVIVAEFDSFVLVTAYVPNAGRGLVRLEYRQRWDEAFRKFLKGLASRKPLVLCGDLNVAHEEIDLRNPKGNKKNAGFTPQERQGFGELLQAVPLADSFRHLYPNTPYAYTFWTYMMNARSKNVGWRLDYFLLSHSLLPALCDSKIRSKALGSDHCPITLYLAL
#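 Substrate: short duplex with […] THF abasic site, 5'-TAMRA and 3'-BHQ-2, 50 nM final. APE1 at 0.75 nM, preincubated 15 min RT with compound. Fluorescence increase from first to third read measured activity.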
# Apoferritin bind: binds horse apoferritin like a general anesthetic; 350,000 tested, 0.074% active; AID 485281; apoferritin/1-aminoanthracene competitive binding, fluorescence; Potency, µM (series often up to 77.5 µM), for inactives: at the top dose activity change, negative = displacement, most hits filed as inhibitors; also: potency is read from the fitted curve at half-maximal effect; % is scaled to controls: 0 for no effect and ±100 for the full control effect; nearly all actives have a fitted effect of over 20% in size
#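 Horse-spleen apoferritin (10 uM) in 50% saturated 1-aminoanthracene in PBS was incubated 10 min at room temperature with compound. Fluorescence (ex 380, em 535 nm) was normalized to free and bound 1-AMA, with concentration-response fitted by a four-parameter Hill equation.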
# Pol kappa inh: blocks human DNA polymerase kappa activity; Q9UBT6; purified Pol kappa, fluorescent DNA synthesis assay, 10 min; Potency, µM (titrated, usually from 107 µM), for the others: at the top dose activity, negative = inhibition, usual class: inhibitors; 400,000 tested, 0.53% active; AID 588579; also: potency is read from the fitted curve at half-maximal effect; % is scaled to controls: 0 for no effect and ±100 for the full control effect
#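 10 nM Pol kappa was preincubated with compounds for 15 min at room temperature. Reaction started with 50 nM (final) substrate. Fluorescence read kinetically at 0 and 10 min.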
# Tb PGK inh: T. brucei PGK inhibition | P07378 | PGK/GAPDH coupled, Kinase-Glo luminescence, 60 min | Potency, µM (doses to about 57.5 µM), for the others: top-dose activity change, negative = inhibition, hits mostly inhibitors | 380,000 tested, 0.043% active; also: potency is read from the fitted curve at half-maximal effect; % is scaled to controls: 0 for no effect and ±100 for the full control effect; nearly all actives have a fitted effect of over 60% in size
#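 Recombinant glycosomal PGK reaction used 1,3-bisphosphoglycerate generated in-well by GAPDH (100nM final) in 100mM TEA pH 7.6, 5mM MgCl2, 0.01% Tween-20. After 60 minutes at room temperature, ATP was read by Kinase-Glo Plus luminescence end-point.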
# POLB inh: inhibitors of human DNA polymerase beta | P06746 | Pol beta primer extension/strand displacement, fluorescence kinetic | Potency, µM (doses to about 114 µM), without a hit: at the highest dose activity change, negative = inhibition, hits mostly inhibitors | 340,000 tested, 1.3% active | AID 485314; also: potency is read from the fitted curve at half-maximal effect; % is scaled to controls: 0 for no effect and ±100 for the full control effect
#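 10 nM enzyme + cpd, 15 min RT; start with substrate 50 nM final; read 0 min and after 10 min RT. Corrected, normalized data; 4-parameter Hill curve fit.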
# POLI inh: DNA polymerase iota (human) inhibition; Q9UNA4; Pol iota fluorescent replication assay, 10 min; Potency, µM (titrated, usually from 115 µM), for inactives: at the top dose activity, negative = inhibition, actives largely listed as inhibitors; 390,000 tested, 1% active; AID 588590; also: potency is read from the fitted curve at half-maximal effect
# Target sequence (Q9UNA4 whole entry, looked up): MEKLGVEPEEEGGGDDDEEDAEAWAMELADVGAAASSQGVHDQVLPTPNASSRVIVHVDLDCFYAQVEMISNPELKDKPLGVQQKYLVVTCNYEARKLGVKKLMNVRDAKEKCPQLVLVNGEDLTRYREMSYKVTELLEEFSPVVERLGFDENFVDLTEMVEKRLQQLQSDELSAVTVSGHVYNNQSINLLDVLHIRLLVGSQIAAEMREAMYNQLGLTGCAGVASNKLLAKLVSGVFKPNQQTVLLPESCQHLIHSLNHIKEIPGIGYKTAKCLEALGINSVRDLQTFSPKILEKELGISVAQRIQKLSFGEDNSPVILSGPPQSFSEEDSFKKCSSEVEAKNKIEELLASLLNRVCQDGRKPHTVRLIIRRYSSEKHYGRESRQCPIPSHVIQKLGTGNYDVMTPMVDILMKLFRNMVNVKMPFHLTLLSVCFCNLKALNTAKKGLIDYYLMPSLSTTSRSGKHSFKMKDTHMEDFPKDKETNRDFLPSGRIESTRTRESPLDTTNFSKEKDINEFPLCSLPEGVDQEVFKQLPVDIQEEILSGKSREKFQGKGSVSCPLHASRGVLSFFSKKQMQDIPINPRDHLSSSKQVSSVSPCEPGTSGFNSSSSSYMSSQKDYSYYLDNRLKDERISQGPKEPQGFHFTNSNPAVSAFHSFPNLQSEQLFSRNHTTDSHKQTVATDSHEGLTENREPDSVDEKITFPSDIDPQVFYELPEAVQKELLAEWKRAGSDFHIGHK
#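 Fluorescent replication assay read twice, at 0 min and 10 min after adding 50 nM (final) substrate. Enzyme (10 nM) and compounds were first incubated 15 min at room temperature; enzyme-free buffer wells were negative controls.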
# RXFP1 antagonist: blocks the human relaxin receptor RXFP1. Q9HBX9. HEK293-RXFP1, relaxin-stimulated cAMP HTRF, 30 min; hits give low values. activity change, negative = inhibition, % at 57.5 µM. 350,000 tested, 0.59% active. AID 1259400;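 active = activity change of -60% or lower, but not beyond a set lower limit; inconclusive = change between -60% and -40%, or beyond the set limit; inactive = change above -40%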; also: % is scaled to controls: 0 for no effect and ±100 for the full control effect
# BLM helicase inh: inhibitors of human Bloom syndrome helicase BLM; recombinant BLM DNA unwinding, fluorescence dequenching; Potency, µM (highest dose often 56.1 µM), for the others: at the highest dose activity change, negative = inhibition, actives largely listed as inhibitors; 350,000 tested, 0.2% active;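 also: potency is read from the fitted curve at half-maximal effect; plate controls were vehicle for no effect and no enzyme for full effect; nearly all actives have a fitted effect of over 35% in size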
# POLH inh: blocks human DNA polymerase eta activity. Q9Y253. recombinant Pol eta, fluorescent DNA replication assay. Potency, µM (highest dose often 114 µM), without a hit: at the top dose activity change, negative = inhibition, usual class: inhibitors. 390,000 tested, 1.2% active; also: potency is read from the fitted curve at half-maximal effect; % is scaled to controls: 0 for no effect and ±100 for the full control effect
#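 Pol eta at 10 nM preincubated with compounds 15 min at room temperature; reaction started with fluorescent substrate (50 nM final) and read kinetically at 0 and 10 min.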
# Numbers without * were called inactive; i = inactive; u = inconclusive; x = not tested or not shown; & = joins results of further samples; [ ] = another dose, or the depositor's remark. Unless noted, calls follow the shape of the dose curve; as a rule, active = well fitted curve in the direction sought with a large enough effect; inconclusive = small, poorly fitted or top-dose-only effect, or another doubt; inactive = no such curve, though single readings can be large; an effect the other way counts as inactive or inconclusive. A portion of the library; count on the stated rates, not on these rows.
SMILES,APEX1 inh,Apoferritin bind,Pol kappa inh,Tb PGK inh,POLB inh,POLI inh,RXFP1 antagonist,BLM helicase inh,POLH inh
CCC(=O)N1CCc2cc(CNS(=O)(=O)c3ccc(C(C)C)cc3)ccc21,x,-15%,0%,i,u,44%[activator],x,-5%,-16%
Cc1ccc(NC(=O)C2(c3ccccc3)CC2(Cl)Cl)cc1C (stereo not given),-8%,u,-7%,-3%,-1%,21%,-12,-8%,-13%
CC(C)(C)c1cc(CN(CCO)CCO)c(O)c(C(C)(C)C)c1,-2%,3%,4%,-9%,-3%,1%,-20,-8%,-20%
O=c1c2cnn(-c3ccccc3)c2nc(-c2cccs2)n1-c1ccc(Cl)cc1,-3%,-21%,5%,-5%,24%,u,-16,-3%,-12%
COc1ccc(C(=O)CCc2ccccc2)c(O)c1,x,x,0%,-7%,x,66%[activator],-33,x,-11%
Cc1nc(SCC(=O)N2CCOCC2)c2ccsc2n1,-4%,-10%,-2%,0%,16%,12%,2,1%,-1%
COc1cccc(C2=Nn3c(nnc3-c3ccccc3O)SC2)c1,-2%&-1%,-6%&-1%,-6%,-8%,-3%,26%,-8,-2%&-1%,-9%
COc1ccc(-c2cc(=Nc3ccc(C(=O)O)cc3)c3cc(C)ccc3o2)cc1,-11%,-8%,-3%,-6%,4%,127%[activator],-5,4%,-16%
CC(C)Cc1nn2c(=O)cc(COC(=O)c3cccc(NC(=O)CCc4ccccc4)c3)nc2s1,x,-2%,-5%[60.1 µM],i,u,20%,5,-5%,-10%
COc1ccc(CN2CCNC(=O)C2CC(=O)N(C)Cc2nccn2C)cc1OC (stereo not given),0%,-4%,3%,-2%,u,23%,11,-2%,-13%
Fc1cccc(NCCc2c[nH]c3ccccc23)n1,-12%,u,11%,i,36%,13%,0,-5%,-15%
CC[C@]12c3[nH]c4ccc(OC)cc4c3CCN1C(=O)C(CC(=O)NCCc1ccccn1)C[C@@H]2C(=O)N1CCN(C(=O)c2ccco2)CC1 (stereo not given in full),-8%,x,-3%,-1%,x,0%,x,x,-12%

# Compounds listed so far that have an aryl methoxy group:
SMILES,APEX1 inh,Apoferritin bind,Pol kappa inh,Tb PGK inh,POLB inh,POLI inh,RXFP1 antagonist,BLM helicase inh,POLH inh
COc1ccc(C(=O)CCc2ccccc2)c(O)c1,x,x,0%,-7%,x,66%[activator],-33,x,-11%
COc1cccc(C2=Nn3c(nnc3-c3ccccc3O)SC2)c1,-2%&-1%,-6%&-1%,-6%,-8%,-3%,26%,-8,-2%&-1%,-9%
COc1ccc(-c2cc(=Nc3ccc(C(=O)O)cc3)c3cc(C)ccc3o2)cc1,-11%,-8%,-3%,-6%,4%,127%[activator],-5,4%,-16%
COc1ccc(CN2CCNC(=O)C2CC(=O)N(C)Cc2nccn2C)cc1OC (stereo not given),0%,-4%,3%,-2%,u,23%,11,-2%,-13%
CC[C@]12c3[nH]c4ccc(OC)cc4c3CCN1C(=O)C(CC(=O)NCCc1ccccn1)C[C@@H]2C(=O)N1CCN(C(=O)c2ccco2)CC1 (stereo not given in full),-8%,x,-3%,-1%,x,0%,x,x,-12%

# Next structures:
SMILES,APEX1 inh,Apoferritin bind,Pol kappa inh,Tb PGK inh,POLB inh,POLI inh,RXFP1 antagonist,BLM helicase inh,POLH inh
NC(=NC1CCCCC1)c1ccc(Cl)cc1,5%,3%,-7%,-3%,2%,2%,4,-6%,-10%
C=CC1=C2C=C(C3CC3)N(CCCN(CC)CC)C=C2C(=O)C(C)(OC(=O)c2ccco2)C1=O (stereo not given),0%[12.4 µM],x,-12%,-8%,x,87%[activator],x,-11%[12.4 µM],-11%
COC(=O)Cn1c(=NC(=O)c2ccc(Cl)s2)sc2cc(C)ccc21,7%,7%,-6%,-5%,5%,31%[activator],2,0%,-1%
Cc1coc(=N)n1CC(=O)c1ccc(Cl)cc1,1%,-9%,-4%,-3%,2%,39%[activator],-4,-3%,-1%
COc1ccc(NC(=O)CC2SC(N3CCCCC3)=NC2=O)cc1OC (stereo not given),24%,x,-7%,-6%,x,-19%,-4,x,-6%
CCN(CC)CCn1c(N)nc2ccccc21,0%,-2%,-3%,8%,52%,5%,4,-1%,-22%
COc1ccccc1Cn1nnc2c(=O)[nH]c(C3CCN(C(=O)c4ccccc4Cl)CC3)nc21,11%,-21%,-7%,-9%,19%,1%,-11,-1%,-1%
COc1ccc(CC(=O)O/N=C(\N)c2ccccn2)cc1OC,-6%,-1%,-7%,-1%,29%,34%[activator],11,1%,-3%
COC(=O)c1ccccc1NC(=O)NCc1c(C)nn(C)c1C,1%,-2%,-1%,-6%,16%,142%[activator],-21,5%,-26%
CCOC(=O)c1cc(NC(=O)Nc2ccc(Br)cc2)c(C)nc1C,-9%,-14%,-1%,0%,0%,15%,-15,-4%,-13%
CC(=O)c1ccc(NC(=S)N(CCCN(C)C)Cc2ccccc2)cc1,5%,4%,-8%,8%,-5%,34%[activator],-33,3%,-12%
CCCC(=O)Nc1nnc(-c2ccc(Cl)s2)o1,0%,0%,11%,-1%,0%,28%,x,-1%,-4%

# Reprinted from the part before: three entries; new compounds follow.
SMILES,APEX1 inh,Apoferritin bind,Pol kappa inh,Tb PGK inh,POLB inh,POLI inh,RXFP1 antagonist,BLM helicase inh,POLH inh
CCOC(=O)c1cc(NC(=O)Nc2ccc(Br)cc2)c(C)nc1C,-9%,-14%,-1%,0%,0%,15%,-15,-4%,-13%
CC(=O)c1ccc(NC(=S)N(CCCN(C)C)Cc2ccccc2)cc1,5%,4%,-8%,8%,-5%,34%[activator],-33,3%,-12%
CCCC(=O)Nc1nnc(-c2ccc(Cl)s2)o1,0%,0%,11%,-1%,0%,28%,x,-1%,-4%
Cc1ccc(Cl)cc1NC(=O)COC(=O)c1ccccc1O,9%,8%,-9%,8%,-4%,11%,15,-3%,10%
C=CCOc1ccc2nnc(C)n2n1,4%,-4%,-12%,x,13%,-13%,2,0%,-6%
O=c1c2ccccc2ncn1CCCSc1ccccc1,0%,-18%,-16%,-1%,28%,8%,-2,-2%,-2%
CCOC(=O)c1cc(-c2ccccc2)n(CC(=O)Nc2ccc(OC)cc2)c1C,-2%,-9%,-6%,2%,-3%,15%,-22,-3%,-21%
COc1ccc(C(=O)Oc2cc(/C=N/NS(=O)(=O)c3ccc(C)cc3)ccc2OC)cc1,15%,-9%,-15%,0%,1%,-10%,x,-15%,-21%
CC(C(=O)NC1CCCCC1)N1C(=O)c2cccc3cccc1c23 (stereo not given),-4%,-5%,2%,0%,-13%,43%[activator],3,-1%,-1%
COc1ccccc1CNC(=O)C(C)NS(=O)(=O)c1ccc(C)cc1 (stereo not given),10%,-11%,-14%,0%,0%,10%,2,-1%,-7%
COc1ccc(-c2c3c(nc4sc(C(=O)Nc5cc(C)on5)c(N)c24)CCC3)cc1,1%,-11%,-6%,-3%,-8%,27%,-16,0%,4%
CC(C)c1ccc(C2CC(=O)Nc3cc4c(cc32)OCCO4)cc1 (stereo not given),x,-14%,3%,4%,-1%,22%,x,-8%,-27%
CN1CCN(C(=O)c2cc3nc(-c4ccc(F)cc4)cc(C(F)(F)F)n3n2)CC1,13%,-3%,-3%,0%,4%,8%,-11,1%,-9%
CCC(C)c1ccccc1NC(=O)c1[nH]c(C)c(C(C)=O)c1C (stereo not given),4%,-13%,-6%,-10%,19%,11%,-14,0%,0%
COc1ccc(-c2sc3cc(OC)c(OC)cc3c2C#CC(C)(C)O)cc1,-13%,x,-1%,-9%,x,23%,x,x,-14%

# Complete entries as entered above:
# CCOC(=O)c1cc(-c2ccccc2)n(CC(=O)Nc2ccc(OC)cc2)c1C across the screens: APEX1 inh: -2%; Apoferritin bind: -9%; Pol kappa inh: -6%; Tb PGK inh: 2%; POLB inh: -3%; POLI inh: 15%; RXFP1 antagonist: -22; BLM helicase inh: -3%; POLH inh: -21%
# O=c1c2ccccc2ncn1CCCSc1ccccc1 across the screens: APEX1 inh: 0%; Apoferritin bind: -18%; Pol kappa inh: -16%; Tb PGK inh: -1%; POLB inh: 28%; POLI inh: 8%; RXFP1 antagonist: -2; BLM helicase inh: -2%; POLH inh: -2%

# The results go on:
SMILES,APEX1 inh,Apoferritin bind,Pol kappa inh,Tb PGK inh,POLB inh,POLI inh,RXFP1 antagonist,BLM helicase inh,POLH inh
CC1CCc2c(C(=O)Nc3ccccn3)csc2C1 (stereo not given),5%,-6%,-10%,-4%,-2%,u,13,-3%,28%
COc1cccc(-c2nnc(-c3ccccc3NC(=O)c3ccc(F)cc3F)o2)c1,x,-4%,-2%,-10%,10%,7%,x,-4%,-15%
COCCCn1c(SCC(=O)Nc2nnc(C)s2)nnc1-c1ccoc1C,-4%,-16%,11%,2%,20%,13%,-10,4%,5%
CC(=O)Nc1ccc(SCC(=O)O)cc1,3%,-2%,-9%,-3%,0%,-2%,21,1%,-4%
O=C(Nc1ccc2oc(-c3cc(Br)ccc3Cl)nc2c1)c1cc2ccccc2o1,x,-1%,-3%,-12%,2.8µM*,53%[activator],5,u,u
CC(=O)Nc1cc(S(=O)(=O)Nc2ccccc2C)c(C)cc1C,1%,-11%,-14%,-2%,u,11%,7,-4%,-13%
Cc1ccc(C(=O)O)cc1NC(=O)CCc1ccccc1,6%,0%,-3%,-1%,10%,100%[activator],-19,-1%,-22%
CC/C(C)=C1\SC(N2CCN(C(C)=O)CC2)=NC1=O,-4%,-4%,-9%,0%,1%,-5%,-1,2%,-2%
O=S(=O)(c1ccc2ccccc2c1)n1cnc2ccccc21,3%,u,-16%,-3%,-9%,6%,-4,-4%,-14%
O=C(CSc1nc2ccccc2o1)N/N=C/c1ccc(C(=O)O)cc1,2%,-3%,-15%,-1%,-17%,8%,-17,2%,-7%
